Pin1 inh: qHTS Assay to Find Inhibitors of Pin1; actives 0.009% (n = 390,000); Potency, µM (highest dose often 115 µM), without a hit: at the top dose activity, negative = inhibition, hits mostly inhibitors; Pin1 FP peptide displacement, HiFluor488, 10 min; active = well fitted inhibition curve with a large enough effect in the polarisation, with a control signal flat, not every such curve was filed as active; inconclusive = small, poorly fitted or top-dose-only effect, or effect the other way, or a change in a side signal; inactive = no such curve, though single readings can be large or run the other way; the % refers to the polarisation; note: potency is the fitted concentration of half-maximal effect; % is set by controls: 0 for no effect and ±100 for the full control effect
ERG-DNA inh: qHTS for Small Molecule Inhibitors of the ERG Ets/DNA interaction; Transcriptional regulator ERG (Homo sapiens), P11308; fluorescence polarization, His-ERG Ets domain / labelled DNA; Potency, µM (top dose mostly 76.9 µM), for inactives: at the top dose FP activity, negative = inhibition, usual class: inhibitors; actives 0.028% (n = 370,000); active = well fitted inhibition curve with a large enough effect in the polarisation, with a control signal flat; inconclusive = small, poorly fitted or top-dose-only effect, or effect the other way, or a change in a side signal; inactive = no such curve, though single readings can be large or run the other way; the % refers to the polarisation;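 note: polarization taken with two DNA probes labelled with fluorescein and Texas red; potency is the fitted concentration of half-maximal effect; % of control where 0% means no effect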
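His-tagged ERG Ets domain (1 uM in the protein solution; 300mM KCl, 50mM Tris-HCl, 1mM EDTA, 1mM DTT, pH 7.5) received compound, then a probe mix of 5 nM fluorescein-DNA and 100nM Texas-615-DNA. Fluorescence polarization was read for both dyes.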
G9a inh: qHTS Assay for Inhibitors of Histone Lysine Methyltransferase G9a | actives 8.8% (n = 350,000) | Histone-lysine N-methyltransferase EHMT2 (Homo sapiens), Q96KQ7 | G9a H3K9 monomethylation, AlphaScreen, 2 h | AID 504332, 2011 | Potency, µM (top dose mostly 102 µM), for inactives: at the highest dose activity, negative = inhibition, most hits filed as inhibitors; note: potency is the fitted concentration of half-maximal effect; % is set by controls: 0 for no effect and ±100 for the full control effect; nearly all actives have a fitted effect of over 75% in size
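Using a bead-based AlphaScreen, monomethylated H3K9 product from 2 h room-temperature reactions (G9a 20 nM, peptide 500 nM, SAM 20 uM) was detected with 0.5 ug/mL rabbit anti-H3K9me1 antibody.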
HP1b chromo inh: HTS for Inhibitors of HP1-beta Chromodomain Interactions with Methylated Histone Tails. AlphaScreen HP1-beta / biotin-H3K9me3 peptide binding. actives 0.56% (n = 390,000). Chromobox protein homolog 1 (Homo sapiens), P83916. Potency, µM (series often up to 114 µM), for the others: at the top dose activity change, negative = inhibition, actives largely listed as inhibitors; note: potency is the fitted concentration of half-maximal effect; nearly all actives have a fitted effect of over 70% in size; inactives centre near 23
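HP1-beta protein (50 nM final) preincubated 30 min at room temperature with biotinylated H3(1-18)K9me3 peptide (50 nM) in PBS pH 7.4, 0.01% Tween-20, then compound added for 30 min. AlphaScreen streptavidin donor/nickel chelate acceptor beads (10 ug/mL final), 30 min dark, luminescence read.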
GLS inhibitor: qHTS for Inhibitors of Glutaminase (GLS) | Glutaminase kidney isoform, mitochondrial (Homo sapiens), O94925 | GLS enzymatic activity, qHTS titration | Potency, µM (doses to about 45.5 µM), for inactives: at the highest dose activity change, negative = inhibition, most hits filed as inhibitors | actives 0.21% (n = 410,000) | AID 624170, 2012; note: potency is the fitted concentration of half-maximal effect; % is set by controls: 0 for no effect and ±100 for the full control effect
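Human kidney-isoform GLS in 45 mM KH2PO4 pH 8.2, 0.02% Tween-20, with compound, started with 1mM L-Glutamine (added stock). Glutamate oxidase/HRP/Amplex red coupled fluorescence read at start and after 30 min at RT.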
Tb PGK inh: qHTS Assay to Find Inhibitors of Phosphoglycerate Kinase | Potency, µM (titrated, usually from 57.5 µM), for the others: at the top dose activity change, negative = inhibition, usual class: inhibitors | actives 0.043% (n = 380,000) | PGK/GAPDH coupled, Kinase-Glo luminescence, 60 min | AID 602233, 2012; note: potency is the fitted concentration of half-maximal effect; % is set by controls: 0 for no effect and ±100 for the full control effect; nearly all actives have a fitted effect of over 60% in size
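Luminescent ATP detection (Kinase-Glo Plus) follows a 60-minute room-temperature incubation, with wells lacking PGK as controls. Buffer: 100 mM TEA (pH 7.6), 5 mM MgCl2, 0.01% Tween-20. Coupling enzyme GAPDH (100 nM final) supplies unstable 1,3-BPG in-well.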
BAZ2B block: qHTS Assay for Inhibitors of BAZ2B | Bromodomain adjacent to zinc finger domain protein 2B (Homo sapiens), Q9UIF8 | AlphaScreen BAZ2B-H3K14Ac peptide displacement | Potency, µM (top dose mostly 114 µM), without a hit: at the top dose activity change, negative = inhibition, actives largely listed as inhibitors | actives 4.4% (n = 360,000) | AID 504333, 2011; note: potency is the fitted concentration of half-maximal effect; % is set by controls: 0 for no effect and ±100 for the full control effect; nearly all actives have a fitted effect of over 60% in size
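AlphaScreen luminescence quantifies BAZ2B engagement of H3K14Ac peptide; the protein and biotinylated peptide are both at 50 nM final, buffer PBS pH 7.4 with 0.01% Tween-20, all steps at room temperature.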
PI4K2A inh: qHTS for small molecular inhibitors of PI4K2A. Phosphatidylinositol 4-kinase type 2-alpha (Homo sapiens), Q9BTU6. purified PI4K2A, ADP-Glo luminescence, 1 h; active compounds read low. activity change, negative = inhibition, % at 76.9 µM. actives 0.13% (n = 420,000). AID 1346378, 2018; in the data active = activity change below about -50%; inconclusive = mostly about -30% to -49%;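 note: -100% = wells without enzyme as full effect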
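In this quantitative HTS, ADP production by PI4K2A was quantified luminescently after 1 h at ambient temperature; 100 microM adenosine served as plate-quality control.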
JMJD2A Tudor: qHTS Assay for Inhibitors of JMJD2A-Tudor Domain; AID 504339, 2011; AlphaScreen JMJD2A-Tudor / H3K4me3 peptide binding; Lysine-specific demethylase 4A (Homo sapiens), O75164; Potency, µM (doses to about 114 µM), inactives show at the top dose activity change, negative = inhibition, hits mostly inhibitors; actives 4.4% (n = 390,000); note: potency is the fitted concentration of half-maximal effect; % is set by controls: 0 for no effect and ±100 for the full control effect; nearly all actives have a fitted effect of over 50% in size
Numbers without * were called inactive; [ ] = remark or other dose. Unless noted, calls come from the whole dose curve; as a rule, active = well fitted curve in the direction sought with a large enough effect; inconclusive = small, poorly fitted or top-dose-only effect, or another doubt; inactive = no such curve, though single readings can be large; an effect the other way counts as inactive or inconclusive.

`CSc1ccc(-c2nnn(Cc3ccc(Br)cc3)n2)cc1` gave Pin1 inh -2.8%, ERG-DNA inh -2.0%, G9a inh 15.1%[12.7 µM], HP1b chromo inh 230.2%[activator], GLS inhibitor 7.5%, Tb PGK inh -1.4%, BAZ2B block 84.0%[activator], PI4K2A inh -3.3 and JMJD2A Tudor 81.2%[activator].
Screening [O-][N+](=Cc1ccccc1)c1ccc(Cl)cc1 returned Pin1 inh -8.4%, ERG-DNA inh -5.0%, HP1b chromo inh 0.8%, GLS inhibitor -1.0%, Tb PGK inh 20.7%, PI4K2A inh 4.9 and JMJD2A Tudor -21.5%.
For N#CCSc1nnc(-c2ccccc2)c(-c2ccccc2)n1 the results were Pin1 inh 4.8%, ERG-DNA inh 6.0%, G9a inh inconclusive, HP1b chromo inh -6.2%, GLS inhibitor 12.7%, Tb PGK inh 1.1%, BAZ2B block -34.7%, PI4K2A inh -1.5 and JMJD2A Tudor -29.4%.
`Cc1cc(C)cc(Nc2ncc3c(n2)CC(c2ccco2)CC3=O)c1` (stereo unspecified) gave Pin1 inh 1.7%, ERG-DNA inh 6.0%, G9a inh inconclusive, HP1b chromo inh inconclusive, GLS inhibitor 2.9%, Tb PGK inh -8.5%, BAZ2B block -30.8%, PI4K2A inh -14.6 and JMJD2A Tudor 89.1µM*.
For COc1ccc(CCN2CC(C(=O)NCCc3ccc(F)cc3)CCC2=O)cc1 (stereo unspecified) the results were Pin1 inh 2.5%, ERG-DNA inh -5.3%, G9a inh 21.4%, HP1b chromo inh 27.2%, GLS inhibitor -0.4%, Tb PGK inh -4.2%, BAZ2B block -3.9%, PI4K2A inh 5.5 and JMJD2A Tudor -13.8%.
Screening CN=C(Nc1ccccc1OC)SC1CC(=O)N(c2ccc(C(=O)OC)cc2)C1=O (stereo unspecified) returned Pin1 inh 41.0%[activator], ERG-DNA inh 10.5%, G9a inh -29.7%, HP1b chromo inh 12.5%, GLS inhibitor -6.6%, Tb PGK inh -5.6%, BAZ2B block 10.4%, PI4K2A inh -6.1 and JMJD2A Tudor -27.0%.
`CC(=O)c1ccc(S(=O)(=O)N2CCCc3ccccc32)cc1` gave Pin1 inh -1.0%, ERG-DNA inh 1.5%, G9a inh 71.3%, HP1b chromo inh 39.6%[activator], GLS inhibitor -6.8%, Tb PGK inh -2.9%, BAZ2B block -1.7%, PI4K2A inh 2.5 and JMJD2A Tudor 10.3%.
O=C(NCCO)c1ccccc1O was read as Pin1 inh -11.1%, ERG-DNA inh -4.4%, G9a inh inconclusive, HP1b chromo inh 36.2%, GLS inhibitor 23.5%, Tb PGK inh 9.4%, BAZ2B block -14.8%, PI4K2A inh 5.8 and JMJD2A Tudor 8.9%.
Screening Cc1nn(-c2ccccc2)c(N)c1C(O)(CSc1nccn1C)C(F)(F)F (stereo unspecified) returned Pin1 inh 1.6%, ERG-DNA inh 0.6%, G9a inh 3.5%[59 µM], HP1b chromo inh 40.9%[activator], GLS inhibitor 23.1%, Tb PGK inh -4.9%, BAZ2B block -8.2%, PI4K2A inh 4.2 and JMJD2A Tudor -5.3%[57.1 µM].
Screening O=C(CCC(=O)Nc1ccccc1)N/N=C/C=C/c1ccccc1 returned Pin1 inh 6.2%, ERG-DNA inh inconclusive, G9a inh -9.7%[59 µM], HP1b chromo inh 38.3%, GLS inhibitor 2.7%, Tb PGK inh 4.3%, BAZ2B block -8.8%, PI4K2A inh -5.0 and JMJD2A Tudor -23.9%.
Screening COc1ccc(OC)c(C2CC(=O)c3c([nH]c(C(=O)OCc4ccc(C)cc4)c3C)C2)c1 (stereo unspecified) returned Pin1 inh 18.5%, ERG-DNA inh -3.8%, G9a inh 2.6%[59 µM], HP1b chromo inh 9.8%, GLS inhibitor -11.6%, Tb PGK inh -2.9%, BAZ2B block -1.7%, PI4K2A inh -3.7 and JMJD2A Tudor -29.1%.
For Cc1ccc(CN2CCNC2=O)cc1 the results were Pin1 inh -2.8%, ERG-DNA inh 3.1%, G9a inh 6.3%, HP1b chromo inh -8.1%, GLS inhibitor 4.2%, Tb PGK inh -5.2%, BAZ2B block 6.3%, PI4K2A inh -7.0 and JMJD2A Tudor -0.7%.
For CCCCn1c(=O)[nH]c(=O)c2c(C(=O)OCC)cc(-c3ccc(OC(F)F)cc3)nc21 the results were Pin1 inh 11.5%, ERG-DNA inh -1.0%, HP1b chromo inh 16.9%, GLS inhibitor -0.2%, Tb PGK inh -7.0%, BAZ2B block -6.7%, PI4K2A inh 3.5 and JMJD2A Tudor -10.9%.
Screening O=C(COc1ccc(Br)cc1)N(Cc1cccs1)C1CCS(=O)(=O)C1 (stereo unspecified) returned Pin1 inh -1.3%, ERG-DNA inh -3.4%, G9a inh 16.6%, HP1b chromo inh 48.5%[activator], GLS inhibitor 4.6%, Tb PGK inh 1.9%, BAZ2B block -13.5%, PI4K2A inh -1.0 and JMJD2A Tudor -6.1%.
Screening CCCCNC(=O)COC(=O)c1cc(S(=O)(=O)N2CCCCCC2)ccc1OC returned Pin1 inh -5.8%, ERG-DNA inh -3.3%, G9a inh -2.6%[59 µM], HP1b chromo inh 26.6%, GLS inhibitor -6.3%, Tb PGK inh -4.8%, BAZ2B block 1.5%, PI4K2A inh -2.0 and JMJD2A Tudor -10.7%.
For Cc1ccc(-c2nnc3ccc(SCC(=O)N4CCc5ccccc54)nn23)cc1 the results were Pin1 inh 3.6%, ERG-DNA inh 6.4%, G9a inh 3.6%[59 µM], HP1b chromo inh 64.2%[activator], GLS inhibitor 5.2%, Tb PGK inh 3.5%, BAZ2B block -4.6%, PI4K2A inh -0.8 and JMJD2A Tudor -12.4%.
`O=C(COC(=O)c1cc([N+](=O)[O-])ccc1NCc1ccccc1)NC1CCCc2ccccc21` (stereo unspecified) gave Pin1 inh -0.8%, ERG-DNA inh -14.5%, G9a inh -19.8%[59 µM], HP1b chromo inh 33.1%, GLS inhibitor 6.5%, Tb PGK inh 9.3%, BAZ2B block -3.8%, PI4K2A inh 4.6 and JMJD2A Tudor -9.1%.
CN=c1scc(-c2ccc(F)cc2)n1/N=C/c1ccc(O)c(O)c1 was read as Pin1 inh -9.0%, ERG-DNA inh 4.6%, G9a inh 4.47µM*, HP1b chromo inh 39.8µM*, GLS inhibitor 3.5%, Tb PGK inh -14.1%, BAZ2B block 10µM*, PI4K2A inh -15.3 and JMJD2A Tudor 31.6µM*.
For COc1cc(OC)c(NC(=O)c2csc(C)c2)cc1Cl the results were Pin1 inh 3.5%, ERG-DNA inh -0.6%, HP1b chromo inh 41.2%[activator], GLS inhibitor 2.7%, Tb PGK inh -5.4%, BAZ2B block 4.4%, PI4K2A inh 0.2 and JMJD2A Tudor 8.7%.
O=c1[nH]c(CSc2ccccn2)nc2ccccc12 was read as Pin1 inh 6.1%, ERG-DNA inh -2.3%, G9a inh 29.1%, HP1b chromo inh 40.3%[activator], GLS inhibitor -16.2%, Tb PGK inh -2.5%, BAZ2B block 6.7%, PI4K2A inh -0.4 and JMJD2A Tudor -7.7%.
`CCOC(=O)C(C)n1cnc2c(nnn2Cc2ccc(Cl)cc2)c1=O` (stereo unspecified) gave Pin1 inh 6.2%, ERG-DNA inh -2.0%, G9a inh 11.0%, HP1b chromo inh 11.3%, GLS inhibitor -0.7%, Tb PGK inh 13.3%, BAZ2B block -1.1%, PI4K2A inh 1.5 and JMJD2A Tudor -4.9%.
Screening O=[N+]([O-])c1ccc(-c2nc(C(Cl)Cl)c3ccccc3n2)cc1 returned Pin1 inh -1.2%, ERG-DNA inh 6.0%, G9a inh 22.4µM*, HP1b chromo inh 23.7%, GLS inhibitor -8.4%, Tb PGK inh inactive, BAZ2B block inconclusive, PI4K2A inh -1.2 and JMJD2A Tudor -8.3%.
`CCOC(=O)c1c(C)[nH]c(C(=O)CSc2nnnn2-c2ccc(C)cc2)c1C` gave Pin1 inh 26.9%, ERG-DNA inh 2.7%, G9a inh inconclusive, HP1b chromo inh 39.2%[activator], GLS inhibitor -15.8%, Tb PGK inh -13.9%, BAZ2B block -3.3%, PI4K2A inh 1.2 and JMJD2A Tudor -2.8%.
`Cc1cccc(NC(=S)NCCc2ccc3c(c2)OCCO3)c1C` gave Pin1 inh 1.0%, ERG-DNA inh 7.1%, G9a inh 2.7%, HP1b chromo inh -5.9%, GLS inhibitor -19.0%, Tb PGK inh -2.4%, BAZ2B block inconclusive, PI4K2A inh 7.1 and JMJD2A Tudor -34.6%.
Cc1ccc2nc(CSc3nnc4ccccn34)cc(=O)n2c1 was read as Pin1 inh -7.8%, ERG-DNA inh -1.2%, G9a inh -38.8%, HP1b chromo inh 20.4%, GLS inhibitor 1.2%, Tb PGK inh -0.6%, PI4K2A inh -2.2 and JMJD2A Tudor -11.5%[57.1 µM].

High-throughput results from PubChem BioAssay.
